TLR9-MyD88 inh – inhibitors of TLR9-MyD88 association in cells, primary screen, cell-based, CHO, BLA complementation, fluorescence. CCF4 FRET ratio. AID 504734, 2011. 340,000 compounds, 0.21% hits. Toll-like receptor 9 (Homo sapiens) + Myeloid differentiation primary response protein …. inhibition, % at 4.98 µM;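 active = inhibition above the mean over all tested compounds plus 3 SD, cut at about 21% in these data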;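 also: 0% = DMSO only wells and 100% = clavulanate BLA inhibitor control wells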
NOD2 RIPK2 PPI – NOD2-RIPK2 binding disruptors in cells, primary screen, fluorescence, CHO cells, BLA complementation; inhibition, % at 4.98 µM; 360,000 compounds, 0.38% hits; CCF4 ratio; AID 624267, 2012; Receptor-interacting serine/threonine-protein kinase 2 (Homo sapiens), O43353; in the data active = inhibition above about 21%;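 also: 0% = vehicle only and 100% = reference blocker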
Target sequence (O43353 whole entry, looked up): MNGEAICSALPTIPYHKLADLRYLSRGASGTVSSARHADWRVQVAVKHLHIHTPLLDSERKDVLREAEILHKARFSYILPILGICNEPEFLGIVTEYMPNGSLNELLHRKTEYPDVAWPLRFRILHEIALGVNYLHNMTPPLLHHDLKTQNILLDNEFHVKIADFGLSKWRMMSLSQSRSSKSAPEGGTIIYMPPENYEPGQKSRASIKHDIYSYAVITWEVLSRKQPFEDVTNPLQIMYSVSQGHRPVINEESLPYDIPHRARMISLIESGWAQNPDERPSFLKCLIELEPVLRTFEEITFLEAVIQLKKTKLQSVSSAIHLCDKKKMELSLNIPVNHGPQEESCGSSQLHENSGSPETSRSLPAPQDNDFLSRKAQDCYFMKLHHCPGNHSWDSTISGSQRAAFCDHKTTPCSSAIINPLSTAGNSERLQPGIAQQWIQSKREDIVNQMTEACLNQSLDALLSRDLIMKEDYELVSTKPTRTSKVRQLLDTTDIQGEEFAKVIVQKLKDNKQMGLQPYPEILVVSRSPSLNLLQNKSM
N-glyco inh – increase of ERlucT glycosylation luciferase signal, primary screen, N-linked glycosylation inhibitor project, D54 ERlucT cells, luminescence, set 2. D54 ERlucT glycosylation luciferase reporter, 24 h; percent of 100 nM tunicamycin response. reporter increase, % at 12.5 µM. 360,000 compounds, 0.23% hits;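 active = mean luciferase reporter signal, scaled so untreated is 0 and the glycosylation-blocking control 100, at or above a set limit in every replicate; inconclusive = mean reaches the limit but not every replicate does; inactive = mean below the limit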;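 also: luciferase carries N-glycosylation sites so blocking glycosylation raises the light; 0% = median of neutral control wells and 100% = median of 100 nM tunicamycin wells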
aDG glyco up – activators of alpha-DG glycosylation, primary screen, uHTS, Pro5-aDG cells, AlphaScreen; activation, % at 10 µM; alpha-DG glycosylation AlphaScreen (IIH6); 0% Pro5, 100% B10-LARGE cell signal; 360,000 compounds, 0.22% hits;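 active = activation of at least 8% versus controls, or a plate z-score of at least 8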;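 also: Pro5 are CHO cells carrying HIG-tagged alpha-DG that lacks glycosylation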
ABHD5-PLIN5 inh – ABHD5-PLIN5 interaction inhibitors, primary screen, cell lysate, split luciferase complementation, luminescence | 360,000 compounds, 0.78% hits | Split G. princeps luciferase complementation, 4 h | inhibition, % at 4 µM | Perilipin-5 (Homo sapiens) + 1-acylglycerol-3-phosphate O-acyltransferase ABHD5 (Homo …;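 active = inhibition above the mean inhibition across every tested compound plus 3 SD, cut at about 22% in these data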;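 also: 0% = DMSO only wells and the 100% control is not disclosed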
Granule exo inh – LAMP-1 surface exposure blockers, TALL-104 cells – cell-based, flow cytometry, MLPCN library, primary screen; TALL-104 LAMP-1 surface exposure; cells stimulated with thapsigargin and PMA; inhibition, % at 10 µM; 360,000 compounds, 0.66% hits;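 active = inhibition above about 55%, limit read from the data; inconclusive = no clear call, values can overlap the other calls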
MC4R ag barr – MC4R agonists recruiting beta-arrestin, primary screen, cell-based, luminescence, agonist arm of biased-ligand search; Melanocortin receptor 4 (Homo sapiens), P32245; U2OS MC4R beta-arrestin complementation; percent of melanotan II response, DMSO zero; activation, % at 8.9 µM; 360,000 compounds, 0.98% hits; AID 540308, 2011;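 active = activation above a per-plate cutoff, the mean activation of sample wells on that plate plus 3 SD, cut at about 8% in these data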
Target sequence (P32245 whole entry, looked up): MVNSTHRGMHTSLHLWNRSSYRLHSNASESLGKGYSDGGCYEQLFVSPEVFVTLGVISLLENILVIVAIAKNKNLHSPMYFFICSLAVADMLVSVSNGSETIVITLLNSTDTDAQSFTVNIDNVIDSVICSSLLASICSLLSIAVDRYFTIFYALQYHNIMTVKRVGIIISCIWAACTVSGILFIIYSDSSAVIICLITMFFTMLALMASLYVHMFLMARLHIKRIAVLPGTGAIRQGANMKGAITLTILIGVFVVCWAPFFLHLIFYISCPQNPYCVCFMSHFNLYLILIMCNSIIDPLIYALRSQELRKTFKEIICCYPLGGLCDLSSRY
ABCB6 inh MLPCN – ABCB6 transporter inhibitors, primary screen, K562-ABCB6 cells, flow cytometry, MLPCN library. ATP-binding cassette sub-family B member 6 (Homo sapiens), Q9NP58. K562-ABCB6 porphyrin accumulation, 1 h; active compounds read low. fluorescence ratio to DMSO, % at 10 µM. 360,000 compounds, 0.19% hits;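 active = fluorescence ratio to DMSO below 75%, the collection mean minus 3 SD; inconclusive = too few cells collected in the well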;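 also: signal is porphyrin accumulated inside mitochondria; 100% equals median channel fluorescence of DMSO control wells; lower ratio means ABCB6 inhibition with less porphyrin fluorescence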
MC4R antag cAMP – MC4R antagonists of cAMP signaling, primary screen, cell-based, TR-FRET, antagonist arm of biased-ligand search; MC4R-expressing cells, MTII-stimulated cAMP, LANCE TR-FRET; Melanocortin receptor 4 (Homo sapiens), P32245; 360,000 compounds, 0.48% hits; inhibition, % at 6.5 µM;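 active = inhibition above its plate's cutoff, the mean of tested wells on that plate plus 3 SD, cut at about 29% in these data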;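 also: 0% = Melanotan II alone and 100% = Melanotan II plus saturating MCL0020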
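System: U2OS-MC4R stable cell line; Technique: Eu-cAMP/anti-cAMP TR-FRET, emission 671 nm; Repeats: single well per compound; Also added: Melanotan II; Dosing: one concentration, 6.5 µM nominal; Schedule: 30-min compound, 1-h challenge, 1-h detection, room temperature.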
Vif inh – HIV Vif self-association inhibitors, primary screen, imaging, HEK293T, single point | HEK293T cells, Vif self-association by quenched fluorescence, 24 h | inhibition, % at 7.49 µM | 340,000 compounds, 0.35% hits | AID 602346, 2012; in the data active = inhibition above about 50%, passing the limit was not always enough; inconclusive = no clear call, values can overlap the other calls; inactive = below about 31%; also: some results filed as inactive read as strong as hits
The depositor's hits bear a star; ? = inconclusive; · = not tested or not shown. An excerpt; rates above refer to the full screens.

| mol | TLR9-MyD88 inh | NOD2 RIPK2 PPI | N-glyco inh | aDG glyco up | ABHD5-PLIN5 inh | Granule exo inh | MC4R ag barr | ABCB6 inh MLPCN | MC4R antag cAMP | Vif inh |
| --- | --- | --- | --- | --- | --- | --- | --- | --- | --- | --- |
| Cc1[nH]c2ccccc2c1C(c1ccccn1)c1c(C)[nH]c2ccccc12 | -78 | -2 | -3 | -0.3 | -1 | -1 | 2.5 | 100 | -3 | -2 |
| Cc1cc(C)c(NC(=O)CN(c2ccccc2)S(=O)(=O)N(C)C)c(C)c1 | -12 | 1 | 2 | 0.1 | 1 | 1 | -1.2 | 104 | 7 | · |
| COc1cc(N/C(N)=N/c2nc(C)cc(C)n2)c(OC)cc1Cl | -4 | 5 | -2 | 1.6 | -3 | -1 | -1.4 | 98 | -6 | 6 |
| O=C(/C=C/c1ccc([N+](=O)[O-])cc1)NCCc1ccccc1 | 0 | -28 | 2 | -0.2 | 0 | 0 | -1.6 | 101 | -3 | 0 |
| CN(CCCOc1ccccc1F)Cc1ccccc1 | -9 | -12 | -1 | -0.1 | -6 | 11 | 2.1 | 99 | 7 | -2 |
| CC(=O)c1cc2c(cc1NC(=O)CN(C)S(=O)(=O)c1cccs1)OCO2 | -5 | -8 | 5 | -0.2 | -3 | 3 | 1.4 | 101 | -6 | 39 |
| CCn1nc(NC(=O)c2cccs2)c2cc3ccccc3nc21 | 3 | 6 | 2 | 0.3 | 2 | -3 | -1.7 | 99 | -7 | 2 |
| COc1ccccc1Cn1cnc2cccnc21 | 2 | -6 | -1 | 0.1 | 0 | -1 | -0.2 | 104 | 3 | 13 |
| CCCCNC(=O)C1CCN(C/C(C)=C/c2ccccc2)CC1 | -7 | -2 | -2 | -0.1 | 1 | -1 | -0.5 | 95 | -4 | 7 |
| COc1ccc(N2C(=S)N=C(Nc3cccc(C)c3)C23CCCCC3)cc1 | 14 | -5 | -1 | -0.1 | -3 | -2 | 24* | 98 | 5 | 0 |
| Cc1nc2ccccc2cc1C(=O)N/N=C/c1cccs1 | -6 | 3 | 0 | 0.3 | -1 | -4 | 0.1 | 100 | -4 | -10 |
| O=C(NC1CC1)C1CCN(C2CCN(C(=O)CSc3ccccc3)CC2)CC1 | 6 | 6 | -1 | 0.0 | 1 | 1 | -2.4 | 102 | 2 | 2 |
| CCCn1c(SC(C)C(=O)NCC2CCCO2)nc2sc(CC)cc2c1=O (stereo not given) | 4 | -1 | 0 | 0.3 | 3 | -6 | -1.8 | 96 | 1 | -8 |
| Cc1[nH]n(-c2ccccc2)c(=O)c1C(=O)c1cccc(F)c1 | 3 | -13 | 0 | 0.5 | 1 | -3 | -0.8 | 96 | 4 | 0 |
| Brc1csc(C=Nc2ccc3c(c2)OCCOCCOCCOCCO3)c1 | 9 | 0 | 6 | -0.4 | 1 | -2 | -2.0 | 100 | -7 | -11 |
| Cc1ccc(C(=O)C2COC(=O)C2)cc1 (stereo not given) | 1 | -5 | -2 | 0.1 | -3 | 3 | -2.4 | 100 | 6 | -4 |
| CN1C2CCC1/C(=C\c1ccc(F)cc1)C(=O)/C2=C/c1ccc(F)cc1 | 9 | 1 | 20 | -0.4 | 12 | -1 | 2.8 | 90 | 7 | -1 |
| Cn1c(N)c(C(=O)c2ccc(Oc3ccccc3)cc2)c(=O)n(C)c1=O | 10 | 7 | 2 | -0.1 | 0 | -1 | -1.5 | 108 | 3 | 2 |
| Cc1noc(C)c1CSc1nnc(-c2ccccc2)o1 | -1 | 4 | 1 | 0.0 | -7 | -2 | -1.0 | 98 | 19 | 0 |
| Cc1occc1C(=O)Nc1ccc2c(c1)OCCO2 | 8 | 0 | -7 | 0.2 | -3 | 0 | -1.5 | 95 | -10 | 5 |
| Cc1ccc(OCC(=O)N(c2ccccn2)C2CCCCC2)c(C)c1 | 3 | 1 | -3 | 0.7 | 3 | -4 | 0.5 | 103 | 5 | -18 |
| Cc1c(C(=O)N2CCN(Cc3cccs3)CC2)oc2ccccc12 | 3 | 5 | -4 | -0.3 | -11 | 0 | -0.9 | 102 | 2 | · |
| O=C(Nc1ccc(NC(=O)C2CC2)nc1)c1cccnc1 | 3 | 4 | 2 | -0.3 | 0 | 0 | -2.7 | 68* | 2 | · |
| COc1cc2c3c(c1OC)C1(C=CC(=NO)C=C1)CC3N(C(C)=O)CC2 (stereo not given) | -2 | -11 | 2 | -0.1 | 1 | 1 | -0.4 | 94 | 4 | 7 |
| CC(=O)c1cccc(NC(=O)CSc2nc(=O)n(CCCN3CCOCC3)c3c2CCC3)c1 | -10 | 6 | 0 | 0.0 | 1 | 1 | -2.5 | 95 | -4 | -2 |
| COC(=O)c1nn(-c2ccc(-c3ccccc3)cc2)cc1O | 0 | -7 | -15 | 0.1 | 4 | -3 | -0.1 | 92 | -2 | 4 |
| O=C(O)c1ccc(/C=N/NC(=O)c2cc3ccccc3cc2O)cc1 | 15 | 13 | -3 | -0.2 | -5 | 2 | -3.6 | 94 | -2 | -2 |
| Cc1cnc2c(c1)C(=O)c1ccccc1-2 | 9 | -4 | -1 | 0.5 | -7 | -13 | 2.0 | 91 | -4 | -20 |
| O=C(CCc1nc2ccccc2s1)Nc1ccccc1 | -15 | -11 | 1 | -0.1 | -3 | -2 | 2.1 | 96 | 10 | 1 |
| COc1ccc(-n2c(CSc3nc(C)cc(C)n3)nnc2SCC(=O)Nc2nccs2)cc1 | -1 | -6 | 1 | 0.0 | -4 | -2 | -0.6 | 95 | 2 | 10 |
| CC(C)CCNC(=O)C1CCCN(S(=O)(=O)c2ccc(F)cc2)C1 (stereo not given) | 2 | -27 | 0 | -0.1 | -6 | 16 | -0.9 | 88 | 4 | -41 |
| Nc1ccc(C(=O)N/N=C\C=C\c2cccc([N+](=O)[O-])c2)cc1 | -5 | -7 | 2 | -0.2 | 5 | -2 | -1.8 | 101 | -23 | 1 |
| COc1ccc(NC(=O)CSCC(=O)N(C)Cc2ccc(Cl)c(Cl)c2)cc1 | 6 | 4 | -1 | 1.5 | 6 | 7 | 1.3 | 95 | 4 | 16 |
| COc1ccc(OC)c(S(=O)(=O)N2CCCCC2C(=O)O)c1 (stereo not given) | -3 | 0 | 0 | 0.1 | -8 | -2 | 0.5 | 102 | 5 | 5 |
| Cc1cc(Cl)c(S(=O)(=O)N2CCN(c3ccccn3)CC2)cc1OCC(N)=O | -9 | 0 | 3 | 0.1 | 0 | -3 | -2.9 | 95 | 2 | 18 |
| CC1CCN(C(=O)c2nc[nH]c2C(=O)N2CCc3ccccc3C2)CC1 | 5 | 2 | 2 | 0.0 | 5 | 17 | -0.8 | 103 | 4 | -1 |
| Clc1ccc2c(NCc3ccccc3)ccnc2c1 | -2 | -11 | -9 | 1.3 | 6 | 55 | 1.1 | 95 | -5 | -3 |
| COc1cc(C2C(C#N)=C(N)N(c3ccc(F)cc3)C3=C2S(=O)(=O)CC3)ccc1O (stereo not given) | -1 | 2 | 1 | 0.2 | 1 | -3 | -2.5 | 143 | 19 | 10 |
| c1coc(-c2ccc3nncn3c2)c1 | · | -8 | 1 | 0.3 | 20 | -5 | -1.8 | 95 | -4 | -9 |
| CCOC(=O)C1(CCCc2ccccc2)CCN(C(=O)CSC)CC1 | -3 | 9 | -3 | 0.0 | 2 | 39 | 1.2 | 97 | 2 | 2 |
| OC(c1ccccc1)c1nc(-c2cncnc2)cs1 (stereo not given) | · | 0 | 2 | -0.5 | -5 | 5 | -0.1 | 102 | 12 | -3 |
| Cc1nc(SCc2ccccc2)[nH]c(=O)c1CC(=O)OCC(C)C | 4 | 4 | 0 | 0.0 | -1 | -4 | 0.1 | 96 | 5 | 8 |
| COc1ccc(C2CC(c3ccncc3)=NN2c2ccc(S(N)(=O)=O)cc2)cc1 (stereo not given) | 19 | 37* | 8 | 0.2 | -1 | -4 | 0.9 | 135 | 6 | 93* |
| Cc1nn(C)c(C)c1/C=C/C(=O)c1ccccc1 | -1 | -5 | -2 | 1.0 | 4 | -2 | 0.0 | 105 | 10 | -1 |
| Cc1ccc(CNC(=O)C2(C)Oc3ccccc3NC2=O)cc1 (stereo not given) | 10 | -9 | 0 | 0.7 | 6 | 1 | 2.1 | 92 | -1 | · |
| CN(C)c1ccc(/C=N/NC(=O)c2ccc(CN3CCOCC3)cc2)cc1Br | · | -8 | 0 | 0.2 | -7 | 2 | 3.4 | 95 | -12 | -3 |
| Nc1nc(SCC(=O)Nc2ccc(F)cc2)[nH]c(=O)c1NC(=O)c1ccc(F)c(F)c1 | 0 | 6 | 1 | 0.0 | -5 | 3 | -1.9 | 99 | 6 | -1 |
| CCOC(=O)C1C(C)C(C(C)(C)C)N(S(=O)(=O)c2ccc(C)cc2)C1c1ccccc1 (stereo not given) | · | -4 | · | 0.1 | -12 | -10 | · | · | · | · |
| O=C1CC(c2ccccc2)=NN1c1nc(-c2ccccc2)cs1 | -2 | -8 | 0 | -0.3 | -9 | 3 | 0.9 | 102 | 14 | -3 |
| COC(=O)[C@@]12CCCN1[C@H](c1ccc(-c3cccc(Cl)c3)c(OC)c1)[C@H]1C(=O)N(C)C(=O)[C@H]12 | -15 | 7 | 1 | 0.0 | 5 | -5 | -0.1 | 101 | 17 | · |

Next section.
| mol | TLR9-MyD88 inh | NOD2 RIPK2 PPI | N-glyco inh | aDG glyco up | ABHD5-PLIN5 inh | Granule exo inh | MC4R ag barr | ABCB6 inh MLPCN | MC4R antag cAMP | Vif inh |
| --- | --- | --- | --- | --- | --- | --- | --- | --- | --- | --- |
| CC1(c2nnc(-c3cccc(Cl)c3)o2)CC(c2ccc(Br)cc2)=NO1 (stereo not given) | 2 | 4 | 1 | -0.1 | -1 | -3 | -0.9 | 93 | -2 | -2 |
| CN(C)CCCN1C(=O)c2oc3ccccc3c(=O)c2C1c1cccs1 (stereo not given) | 6 | 13 | 1 | -0.2 | -2 | 6 | -1.4 | 91 | 8 | -9 |
| O=C(NC1CC1)c1cc2cc(Br)ccc2s1 | 7 | -3 | -2 | 0.1 | 1 | 19 | -2.7 | 96 | 0 | 21 |
| CCOC(=O)c1cn2nc(Oc3ccc(C(=O)OC)cc3)ccc2n1 | 1 | -14 | 2 | 0.0 | -1 | -4 | -1.6 | 92 | 11 | -7 |
| O=C(O)c1ccc2c(c1)C(=O)/C(=C\c1ccco1)C2=O | 1 | -7 | -2 | 0.0 | 2 | 0 | -2.0 | 99 | 7 | ? |

Screening results as filed in PubChem BioAssay.
